SENP8 block-1 – inhibitors of human SENP8 protease | Q96LD8 | recombinant SENP8, Nedd8 substrate fluorescence | inhibition, % at 20 µM | hit rate 0.64% among 360,000 | AID 602440; in the data active = inhibition mostly above about 40%, no sharp cut-off; inactive = mostly below about 27%
SENP1 FRET inh – blocks the human SENP1 SUMO protease catalytic domain; AID 624204; inhibition, % at 10 µM; recombinant SENP1 catalytic domain, CyPet-SUMO1-YPet FRET cleavage; hit rate 0.21% among 360,000;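 active = inhibition at least 30% at 10 µM, raw YFP signal under a set limit, fluorescence ratio 0.5 to 1.5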;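 also: 0% = enzyme with DMSO and 100% = no enzyme wells; some results filed as inactive read as strong as hits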
Target sequence (Q9P0U3 419-644 limits assumed): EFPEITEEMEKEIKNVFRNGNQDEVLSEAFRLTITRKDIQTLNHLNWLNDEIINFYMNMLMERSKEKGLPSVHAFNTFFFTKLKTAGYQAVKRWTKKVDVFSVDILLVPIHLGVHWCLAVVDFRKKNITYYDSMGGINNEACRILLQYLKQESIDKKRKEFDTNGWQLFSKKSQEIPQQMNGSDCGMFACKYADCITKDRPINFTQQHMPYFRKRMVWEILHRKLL
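Assay system: hSENP1 catalytic domain, recombinant. Amount: SENP1 enzyme, 20 pM final. Schedule: 50 min reaction, RT, dark. Technique: FRET, CFP and YFP emission. Control set: no-enzyme wells low, DMSO-plus-enzyme wells high control.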
SENP7 inh – inhibitors of human SENP7 protease | hit rate 1.5% among 330,000 | inhibition, % at 5 µM | recombinant SENP7, Z-RLRGG-aminoluciferin luminescence, 40 min;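 active = inhibition above about 50% at the single test dose, limit read from the data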;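 also: plate controls were DMSO with enzyme for no effect and no enzyme buffer wells for full effect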
Target sequence (Q9BQF6 706-1050 limits assumed): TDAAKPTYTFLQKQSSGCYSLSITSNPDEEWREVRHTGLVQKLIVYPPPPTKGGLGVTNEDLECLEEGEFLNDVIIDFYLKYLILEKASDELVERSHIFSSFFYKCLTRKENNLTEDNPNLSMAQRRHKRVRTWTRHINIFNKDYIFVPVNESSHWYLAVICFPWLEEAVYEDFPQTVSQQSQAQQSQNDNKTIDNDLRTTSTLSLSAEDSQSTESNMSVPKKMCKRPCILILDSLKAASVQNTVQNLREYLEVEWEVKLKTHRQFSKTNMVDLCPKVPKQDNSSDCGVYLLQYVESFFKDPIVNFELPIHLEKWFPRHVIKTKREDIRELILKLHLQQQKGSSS
HKDC1 inh – blocks human hexokinase HKDC1 activity; recombinant HKDC1, G6PDH/diaphorase resazurin coupled fluorescence; inhibition, % at 20 µM; Q2TB90; hit rate 0.16% among 340,000;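 active = inhibition above about 35% when tested at 20 µM, limit read from the data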;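 also: plate controls were DMSO wells with enzyme for no effect and DMSO wells lacking enzyme for full effect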
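Assay system: recombinant HKDC1 hexokinase; detection: coupled resazurin fluorescence, excitation 525 nm, emission 613 nm; benchmarks: DMSO-plus-enzyme-mix negative control, buffer-substituted positive control; compound dosing: single 20 µM dose; schedule: 90 min at room temperature in dark; also added: glucose plus 1 mM ATP as hexokinase substrates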
SENP8 block-2 – inhibitors of human SENP8 protease; Q96LD8; purified SENP8, Z-RLRGG-aminoluciferin cleavage, luminescence; inhibition, % at 10 µM; hit rate 1.2% among 330,000; AID 2540; in the data active = inhibition above about 50%
Apaf-1 inh – inhibitors of human Apaf-1 apoptosome. O14727. inhibition, % at 20 µM. reconstituted apoptosome caspase-3 activity, DEVD-Rh110 fluorescence. hit rate 0.71% among 330,000. AID 489030; active = inhibition of at least 40% at 20 µM;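 also: plate controls were DMSO wells for no effect and DEVD-CHO caspase inhibitor wells for full effect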
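Material: biochemical Apaf-1 apoptosome reconstitution. Medium: Hepes buffer, pH 7.5. Also added: cytochrome c activation, bis-DEVD rhodamine 110 substrate. Timing: 30 min compound preincubation, 50 min activation, room temperature. Measured by: rhodamine 110 fluorescence at Ex 480/Em 540 nm.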
SENP6 block – SENP6 protease inhibition; Q9GZR1; Recombinant SENP6 catalytic domain, aminoluciferin luminescence; inhibition, % at 10 µM; hit rate 1.8% among 330,000;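 active = inhibition above about 50% at the single tested dose, limit read from the data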;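 also: plate controls were DMSO wells with enzyme for no effect and DMSO wells lacking enzyme for full effect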
Target sequence (Q9GZR1 628-1112 limits assumed): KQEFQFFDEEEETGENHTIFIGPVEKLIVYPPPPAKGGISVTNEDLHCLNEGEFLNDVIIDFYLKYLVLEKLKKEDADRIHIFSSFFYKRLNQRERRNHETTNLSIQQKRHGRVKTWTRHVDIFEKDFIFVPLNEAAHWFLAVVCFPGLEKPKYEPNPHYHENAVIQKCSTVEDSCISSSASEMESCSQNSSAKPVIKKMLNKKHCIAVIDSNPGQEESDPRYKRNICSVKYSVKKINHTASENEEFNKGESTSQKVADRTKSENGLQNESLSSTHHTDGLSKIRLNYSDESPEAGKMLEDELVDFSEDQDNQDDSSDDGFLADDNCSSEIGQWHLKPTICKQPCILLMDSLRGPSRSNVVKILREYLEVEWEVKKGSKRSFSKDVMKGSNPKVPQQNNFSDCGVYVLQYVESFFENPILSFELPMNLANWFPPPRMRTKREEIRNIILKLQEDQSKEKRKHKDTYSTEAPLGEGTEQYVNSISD
PfG6PD inh – PfG6PD (Plasmodium falciparum) enzyme inhibition | PfGluPho enzyme, NADPH resazurin-diaphorase fluorescence | inhibition, % at 20 µM | hit rate 0.78% among 350,000;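 active = inhibition reaching at least a set limit at 20 µM in the primary screen, cut at about 59% in these data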;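 also: 0% = DMSO wells with substrate and 100% = DMSO wells lacking glucose-6-phosphate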
* = called active by the depositor.

Results for CC(C)(CO)NCc1c(OCc2ccc(Cl)cc2)ccc2ccccc12 ?
SENP8 block-1: 5; SENP1 FRET inh: 1; SENP7 inh: -4; HKDC1 inh: -1; SENP8 block-2: -7; Apaf-1 inh: 22; SENP6 block: 3; PfG6PD inh: -9

How did COc1cccc(N2CCN(CC(=O)Nc3ccccc3C(=O)NCc3ccccc3)CC2)c1 do in these assays?
SENP8 block-1: 7; SENP1 FRET inh: -2; SENP7 inh: -11; HKDC1 inh: -2; SENP8 block-2: -7; Apaf-1 inh: 17; SENP6 block: -5; PfG6PD inh: 32

What do the screens show for `Cc1cc(C)cc(NC(=O)c2ccc(S(=O)(=O)C(F)F)cc2)c1`?
SENP8 block-1: 35; SENP1 FRET inh: 2; SENP7 inh: 4; HKDC1 inh: 11; SENP8 block-2: 1; Apaf-1 inh: 1; SENP6 block: -26; PfG6PD inh: 6

What do the screens show for `CCN(CC(=O)Nc1ccccc1C(F)(F)F)C(=O)CCc1ccccc1`?
SENP8 block-1: 19; SENP1 FRET inh: -4; SENP7 inh: -3; HKDC1 inh: -4; SENP8 block-2: 7; Apaf-1 inh: -8; SENP6 block: -3; PfG6PD inh: -2

Results for CCc1cccc(OCCn2nc(C(=O)O)c3ccccc3c2=O)c1 ?
SENP8 block-1: 24; SENP1 FRET inh: 4; SENP7 inh: 4; HKDC1 inh: 0; SENP8 block-2: -3; Apaf-1 inh: -10; SENP6 block: -1; PfG6PD inh: 32

Results for CSCCC1COC(c2cccs2)=N1 (configuration not stated) ?
SENP8 block-1: 22; SENP1 FRET inh: 2; SENP7 inh: -7; HKDC1 inh: -3; SENP8 block-2: -20; Apaf-1 inh: -1; SENP6 block: -31; PfG6PD inh: 13

What do the screens show for `CN1CC(=O)N(CC(=O)Nc2cccc3ccccc23)C1=O`?
SENP8 block-1: 4; SENP1 FRET inh: -1; SENP7 inh: 5; HKDC1 inh: -1; SENP8 block-2: 12; Apaf-1 inh: -12; SENP6 block: -6; PfG6PD inh: -2

What do the screens show for `COc1ccc(C2Nc3ccccc3C(=O)N2NS(C)(=O)=O)cc1OC` (configuration not stated)?
SENP8 block-1: -378; SENP1 FRET inh: -9; SENP7 inh: 2; HKDC1 inh: 4; SENP8 block-2: 2; Apaf-1 inh: 2; SENP6 block: 2; PfG6PD inh: -3

Results for N=c1c[n+](N2CCOCC2)[n-]o1 ?
SENP8 block-1: -34; SENP1 FRET inh: 2; SENP7 inh: 3; HKDC1 inh: -2; SENP8 block-2: 5; Apaf-1 inh: -6; SENP6 block: -14; PfG6PD inh: -4

What do the screens show for `O=C(Nc1nc(-c2ccccc2Cl)cs1)c1cccnc1`?
SENP8 block-1: 13; SENP1 FRET inh: 3; SENP7 inh: 6; HKDC1 inh: 21; SENP8 block-2: -7; Apaf-1 inh: 3; SENP6 block: -8; PfG6PD inh: 27

Results for O=C(OC(c1ccccc1)c1nccc2ccccc12)c1cccc([N+](=O)[O-])c1 (configuration not stated) ?
SENP8 block-1: 26; SENP1 FRET inh: 2; SENP7 inh: 2; HKDC1 inh: -9; SENP8 block-2: 2; Apaf-1 inh: 16; SENP6 block: 5; PfG6PD inh: 21

Results for C[C@H](CO)N1C[C@H](C)[C@H](CN(C)Cc2ccc(-c3ccccc3)cc2)Oc2ccc(NS(=O)(=O)c3ccccc3)cc2CC1=O ?
SENP8 block-1: 4; SENP1 FRET inh: -3; SENP7 inh: -3; HKDC1 inh: -1; SENP8 block-2: -5; Apaf-1 inh: 21; SENP6 block: -3; PfG6PD inh: 20

Results for Cc1ccc(-c2nnc(Nc3ccc(OCC(N)=O)cc3)c3ccccc23)cc1S(N)(=O)=O ?
SENP8 block-1: -8; SENP1 FRET inh: 1; SENP7 inh: -2; HKDC1 inh: 3; SENP8 block-2: -1; Apaf-1 inh: 2; SENP6 block: -10; PfG6PD inh: -1

What do the screens show for `CCn1c(Cc2ccccc2)nnc1SCC(=O)Nc1ccc2c(c1)OCO2`?
SENP8 block-1: 13; SENP1 FRET inh: 4; SENP7 inh: -1; HKDC1 inh: -3; SENP8 block-2: -8; Apaf-1 inh: 2; SENP6 block: 7; PfG6PD inh: 5

Results for O=C(c1ccc(CN2CCOCC2)cc1)N1CCN(c2ccccc2F)CC1 ?
SENP8 block-1: 14; SENP1 FRET inh: 4; SENP7 inh: 3; HKDC1 inh: -1; SENP8 block-2: 12; Apaf-1 inh: -2; SENP6 block: -4; PfG6PD inh: -6

Results for Cc1sc2ncnc(NCC(c3ccco3)N(C)C)c2c1C (configuration not stated) ?
SENP8 block-1: 2; SENP1 FRET inh: -1; SENP7 inh: -5; HKDC1 inh: -2; SENP8 block-2: -7; Apaf-1 inh: 5; SENP6 block: -4; PfG6PD inh: -2

Results for CNC(=O)COC(=O)c1cc(F)c(F)cc1Cl ?
SENP8 block-1: 24; SENP1 FRET inh: 2; SENP7 inh: 7; HKDC1 inh: -6; SENP8 block-2: 1; Apaf-1 inh: -1; SENP6 block: 0; PfG6PD inh: -4

How did CC(C)C(=O)Nc1cccc(C(=O)Nc2nnc(C(C)C)s2)c1 do in these assays?
SENP8 block-1: -29; SENP1 FRET inh: 1; SENP7 inh: 0; HKDC1 inh: -7; SENP8 block-2: -4; Apaf-1 inh: -6; SENP6 block: -2; PfG6PD inh: -24

Results for O=C(Nc1ccc2c(c1)nc1n2CCOC1)c1ccccc1 ?
SENP8 block-1: 18; SENP1 FRET inh: -2; SENP7 inh: -1; HKDC1 inh: -6; SENP8 block-2: -12; Apaf-1 inh: 1; SENP6 block: -3; PfG6PD inh: -1

What do the screens show for `CC1=C(c2ccc(C)cc2)[N+](=O)C(C)(C)N1[O-]`?
SENP8 block-1: 12; SENP1 FRET inh: 2; SENP7 inh: 4; HKDC1 inh: 0; SENP8 block-2: 8; Apaf-1 inh: -6; SENP6 block: 1; PfG6PD inh: -20

How did Cn1[nH]c(C(F)(F)F)cc1=O do in these assays?
SENP8 block-1: 2; SENP1 FRET inh: 3; SENP7 inh: -2; HKDC1 inh: -11; SENP8 block-2: -6; Apaf-1 inh: -23; SENP6 block: -8; PfG6PD inh: 18

What do the screens show for `C[C@@H]1NC(=O)OC1c1ccco1` (some centres not stated)?
SENP8 block-1: 10; SENP1 FRET inh: 1; SENP7 inh: 6; HKDC1 inh: -4; SENP8 block-2: 8; Apaf-1 inh: -13; SENP6 block: 2; PfG6PD inh: 4

Results for O=C(NC1CCCCCC1)c1cccc(S(=O)(=O)N2CCOCC2)c1 ?
SENP8 block-1: -4; SENP1 FRET inh: 0; SENP7 inh: -13; HKDC1 inh: -2; SENP8 block-2: -12; Apaf-1 inh: 7; SENP6 block: -25; PfG6PD inh: 3

Results for COc1ccc(CN2CCNC(=O)C2CC(=O)NCCCn2cccn2)cc1C (configuration not stated) ?
SENP8 block-1: -23; SENP1 FRET inh: -5; SENP7 inh: 19; HKDC1 inh: 3; SENP8 block-2: -12; Apaf-1 inh: 0; SENP6 block: 1; PfG6PD inh: -10

What do the screens show for `COc1ccc(CCNC(=O)c2cc(C3CC3)nc3c2cnn3C(C)C)cc1OC`?
SENP8 block-1: -15; SENP1 FRET inh: 0; SENP7 inh: 1; HKDC1 inh: -2; SENP8 block-2: 2; Apaf-1 inh: 15; SENP6 block: 4; PfG6PD inh: 3

What do the screens show for `Cc1cc(/C=C2/C(=O)NN(c3ccccc3)C2=O)c(C)n1-c1cccc(O)c1`?
SENP8 block-1: 29; SENP1 FRET inh: 0; SENP7 inh: 65*; HKDC1 inh: 0; SENP8 block-2: 66*; Apaf-1 inh: -2; SENP6 block: 80*; PfG6PD inh: -6

Results for COc1ccc(S(=O)(=O)N2CCCCC2)cc1NC(=O)CN1C(=O)NC(C)(C2CC2)C1=O (configuration not stated) ?
SENP8 block-1: 6; SENP1 FRET inh: -1; SENP7 inh: 5; HKDC1 inh: -5; SENP8 block-2: -1; Apaf-1 inh: -8; SENP6 block: 13; PfG6PD inh: 10

Results for Cc1ccc2c(CSc3nnc4ccccn34)cc(=O)oc2c1C ?
SENP8 block-1: 3; SENP1 FRET inh: 3; SENP7 inh: 11; HKDC1 inh: -7; SENP8 block-2: 0; Apaf-1 inh: 3; SENP6 block: -3; PfG6PD inh: -8

How did CC(C)CNC(=O)C(=O)N/N=C/c1cccs1 do in these assays?
SENP8 block-1: 3; SENP1 FRET inh: -1; SENP7 inh: 0; HKDC1 inh: -12; SENP8 block-2: -11; Apaf-1 inh: -10; SENP6 block: 4; PfG6PD inh: 3

Results for COc1cccc(C(=O)NCC(=O)N/N=C/c2c(C)[nH]c3ccccc23)c1 ?
SENP8 block-1: 7; SENP1 FRET inh: 1; SENP7 inh: -1; HKDC1 inh: -2; SENP8 block-2: 3; Apaf-1 inh: 17; SENP6 block: 3; PfG6PD inh: 13

What do the screens show for `COc1ccccc1OCc1nnc(SCC(=O)N2CCCCC2)n1-c1ccccc1`?
SENP8 block-1: 4; SENP1 FRET inh: -2; SENP7 inh: 3; HKDC1 inh: -4; SENP8 block-2: 5; Apaf-1 inh: -2; SENP6 block: -3; PfG6PD inh: 18

What do the screens show for `COCC(=O)Nc1cc(Cl)ccc1C(F)(F)F`?
SENP7 inh: 2; SENP8 block-2: -2; Apaf-1 inh: 2; SENP6 block: 2

Results for COc1cc(NC(=O)C2CC2C)c(C(=O)O)cc1OC (configuration not stated) ?
SENP8 block-1: -12; SENP1 FRET inh: 0; SENP7 inh: 2; HKDC1 inh: -2; SENP8 block-2: 0; Apaf-1 inh: 12; SENP6 block: 1; PfG6PD inh: 8

How did O=C(Cn1cnc2c(nnn2Cc2ccc(F)cc2)c1=O)NCc1ccc(F)cc1 do in these assays?
SENP8 block-1: 16; SENP1 FRET inh: 1; SENP7 inh: 0; HKDC1 inh: 1; SENP8 block-2: -1; Apaf-1 inh: -12; SENP6 block: -11; PfG6PD inh: 3

Results for CCOc1ccc(CCN2C(=O)c3ccc(C(=O)O)cc3C2=O)cc1OCC ?
SENP8 block-1: 6; SENP1 FRET inh: 2; SENP7 inh: 1; HKDC1 inh: 1; SENP8 block-2: 15; Apaf-1 inh: -8; SENP6 block: 10; PfG6PD inh: -1

How did COc1ccc(N=Nc2ccc3ccccc3c2)c(O)c1 do in these assays?
SENP8 block-1: 27; SENP1 FRET inh: 6; SENP7 inh: 98*; HKDC1 inh: -1; SENP8 block-2: 19; Apaf-1 inh: 11; SENP6 block: 98*; PfG6PD inh: 14

How did O=C(O)c1ccc(N2C(=O)/C(=C\c3ccccc3)N=C2c2ccccc2)cc1 do in these assays?
SENP8 block-1: -439; SENP1 FRET inh: -116; SENP7 inh: -1; HKDC1 inh: 1; SENP8 block-2: -7; Apaf-1 inh: 2; SENP6 block: -7; PfG6PD inh: -13

Retrieved by compound from the list above (3):
Results for COc1cccc(C(=O)NCC(=O)N/N=C/c2c(C)[nH]c3ccccc23)c1 ?
SENP8 block-1: 7; SENP1 FRET inh: 1; SENP7 inh: -1; HKDC1 inh: -2; SENP8 block-2: 3; Apaf-1 inh: 17; SENP6 block: 3; PfG6PD inh: 13

What do the screens show for `COc1ccc(CCNC(=O)c2cc(C3CC3)nc3c2cnn3C(C)C)cc1OC`?
SENP8 block-1: -15; SENP1 FRET inh: 0; SENP7 inh: 1; HKDC1 inh: -2; SENP8 block-2: 2; Apaf-1 inh: 15; SENP6 block: 4; PfG6PD inh: 3

How did O=C(O)c1ccc(N2C(=O)/C(=C\c3ccccc3)N=C2c2ccccc2)cc1 do in these assays?
SENP8 block-1: -439; SENP1 FRET inh: -116; SENP7 inh: -1; HKDC1 inh: 1; SENP8 block-2: -7; Apaf-1 inh: 2; SENP6 block: -7; PfG6PD inh: -13

Screens (PubChem)
